# CR mimetic SO: lowers age-related superoxide in aged yeast cells; S. cerevisiae aged cells, superoxide DHE fluorescence; stronger effect = lower value; superoxide response (% of plate mean), % at 10 µM; hit rate 0.18% among 330,000;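 active = superoxide response under a set limit, about three screen SD below normal, cut at about 65% in these data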;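 also: yeast aged for seven days with compound at 30 °C before DHE staining; 100% = average MFI of all compound-treated wells on the plate with controls excluded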
# Fam108B inh: counter-screen for RBBP9 inhibitors: inhibitors of mouse Fam108B. recombinant Fam108B, FP-Rh probe fluorescence polarization. inhibition, % at 9.51 µM. hit rate 0.33% among 300,000;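 active = inhibition above the screen mean inhibition plus 3 SD, computed separately per campaign, cut at about 18% in these data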;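 also: inhibitors lower polarization as less probe binds the enzyme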
# ZTA DNA inh: ZTA (EBV) inhibition in EBNA-1 counter-screen. inhibition, % at 11 µM. ZTA-DNA binding, fluorescence polarization. hit rate 0.15% among 320,000. P03206; in the data active = inhibition above about 33%
# Target sequence (P03206 whole entry, looked up): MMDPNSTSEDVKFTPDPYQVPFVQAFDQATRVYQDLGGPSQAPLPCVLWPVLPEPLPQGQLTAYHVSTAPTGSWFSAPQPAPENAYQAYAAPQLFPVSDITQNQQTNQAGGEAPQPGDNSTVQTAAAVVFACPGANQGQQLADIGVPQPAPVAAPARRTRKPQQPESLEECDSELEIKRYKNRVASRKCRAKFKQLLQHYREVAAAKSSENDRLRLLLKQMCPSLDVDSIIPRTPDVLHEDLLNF
# MCL1-BIM inh: disrupts human MCL1 binding to BIM-BH3 peptide | Q07820 | GST-MCL1 / FITC-Bim-BH3 fluorescence polarization | inhibition, % at 10.9 µM | hit rate 0.68% among 320,000 | AID 2057;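 active = inhibition above the mean inhibition of all tested compounds plus 3 SD, set per campaign, cut at about 40% in these data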;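 also: 0% = DMSO wells and 100% = unlabeled Bim-BH3 peptide control; higher means more loss of mP so more displacement of Bim peptide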
# Target sequence (Q07820 whole entry, looked up): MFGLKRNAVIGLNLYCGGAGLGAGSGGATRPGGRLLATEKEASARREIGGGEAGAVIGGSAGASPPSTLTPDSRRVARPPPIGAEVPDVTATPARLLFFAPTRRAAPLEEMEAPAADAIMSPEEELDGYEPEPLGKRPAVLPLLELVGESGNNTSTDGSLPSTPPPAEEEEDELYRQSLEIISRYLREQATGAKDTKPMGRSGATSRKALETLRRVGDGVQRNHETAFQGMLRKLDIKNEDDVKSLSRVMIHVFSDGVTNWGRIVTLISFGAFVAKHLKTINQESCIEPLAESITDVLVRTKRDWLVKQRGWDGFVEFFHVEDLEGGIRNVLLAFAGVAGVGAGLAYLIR
# GLD-1 RNA inh: GLD-1-TGE RNA interaction inhibition (C. elegans) | Q17339 | purified GLD-1 + fluorescein TGE RNA, fluorescence polarization | inhibition, % at 5.96 µM | hit rate 0.44% among 320,000 | AID 2280;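 active = percent inhibition above a per-plate cutoff, the plate mean of test compounds plus 3 SD, cut at about 30% in these data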;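 also: 0% = DMSO wells with GLD-1 and probe and 100% = wells lacking GLD-1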
# Efflux pump inh: inhibitors of Candida antifungal efflux pumps expressed in yeast. S. cerevisiae Candida pump triplex, Nile Red efflux. inhibition, % at 10 µM. hit rate 0.44% among 330,000;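 active = plate passing quality check with inhibition over a set limit, or well fluorescence over plate mean plus 4 SD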;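 also: Nile Red retained in pooled yeast measured as flow cytometry median fluorescence; 0% = buffer negative control and 100% = Enniatin B positive control; higher means more Nile Red kept so more efflux inhibition; some compounds called inactive have numbers as strong as hits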
# MEX-5 binding: C. elegans MEX-5 TCR-2 RNA binding activity | Q9XUB2 | MEX-5/FITC-TCR2 RNA binding, fluorescence polarization; stronger effect = lower value | activity score (negative = inhibition of binding), % at 10 µM | hit rate 0.38% among 300,000 | AID 1832;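 active = inhibition past about -25% in most replicates, and total fluorescence under double the plate's negative control median, limit read from the data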;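 also: 0% = DMSO and -100% = 5 µM competing unlabeled TCR2 RNA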
# EBNA-1 inh: blocks EBNA-1 binding to DNA; hit rate 0.34% among 300,000; inhibition, % at 14.8 µM; EBNA-1 DNA binding, fluorescence polarization; AID 1950; in the data active = inhibition above about 28%
# BCLXL inh: Bcl-xL (human) inhibition. Q07817. GST-Bcl-xL / FITC-Bim BH3 peptide fluorescence polarization. inhibition, % at 10.9 µM. hit rate 0.7% among 320,000. AID 2129;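 active = inhibition above the mean of all tested compounds plus 3 SD, cutoff set per campaign, cut at about 30% in these data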;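 also: 0% = DMSO wells and 100% = unlabeled Bim-BH3 peptide competitor; inhibitors lower millipolarization by displacing the labeled peptide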
# Target sequence (Q07817 whole entry, looked up): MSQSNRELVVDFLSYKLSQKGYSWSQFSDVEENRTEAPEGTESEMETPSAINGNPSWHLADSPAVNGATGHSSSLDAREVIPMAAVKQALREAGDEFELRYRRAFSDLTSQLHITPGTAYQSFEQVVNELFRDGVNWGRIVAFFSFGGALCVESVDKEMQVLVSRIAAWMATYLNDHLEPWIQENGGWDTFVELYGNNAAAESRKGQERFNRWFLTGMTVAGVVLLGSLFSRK
# * marks the source's active call; other numbers are inactive results; x = no result given. Compounds were not picked by outcome. About 2.3% of those tested had a hit in this group.
SMILES,CR mimetic SO,Fam108B inh,ZTA DNA inh,MCL1-BIM inh,GLD-1 RNA inh,Efflux pump inh,MEX-5 binding,EBNA-1 inh,BCLXL inh
COc1cccc(-c2ncc3ccccc3c2COC(=O)N2CCOCC2)c1,99,x,4,7,2,-0.5,x,x,6
O=C(Nc1ccccc1C(F)(F)F)N1CCN(c2ccc3nnc(-c4ccc(F)cc4)n3n2)CC1,110,-3,14,7,3,0.6,3.0,6,4
CC(C)(C)c1ccc(C(=O)Nc2nnc(SCC(=O)NCC3CCCO3)s2)cc1 (stereo not given),99,0,14,1,4,-0.4,-2.3,7,-3
COc1cc2c(cc1OC)C(C(=O)NCCN(C)C)C(c1cccs1)N(C)C2=O (stereo not given),102,-1,8,-4,-2,0.1,-1.9,13,6
COc1ccc(CCC(=O)OCC(=O)Nc2sccc2C(N)=O)cc1,99,x,4,7,8,-0.1,x,x,5
COc1cccc(-n2c(C)n[nH]c2=O)c1,100,2,-3,-3,-3,0.1,1.0,-2,5
CC(OC(=O)c1ccc2ccccc2n1)C(=O)Nc1ccc(N2CCOCC2)cc1 (stereo not given),108,0,11,2,-9,0.0,1.2,8,1
COc1ccc(OCC(=O)N/N=C(/C)Cc2ccccc2)cc1,97,-4,-5,0,1,0.0,1.4,1,1
CCCCCOc1ccc(/C=c2\sc3nc(=O)c(-c4ccccc4)nn3c2=O)cc1OC,102,0,9,-14,1,0.2,-31*,7,-4
CCOC(=O)N1CCC(NC(=O)c2cc(C(=O)Nc3ccc(OC)c(OC)c3)ccc2CO)CC1,101,1,3,2,0,0.2,0.5,-12,1
Cn1nccc1NC(=O)Nc1cccc([N+](=O)[O-])c1,103,0,7,3,5,0.0,0.2,3,5
CC1CC(C)(C)NC(=S)N1CCCC(=O)Nc1ccc(F)c(F)c1 (stereo not given),97,3,-8,-5,7,-0.1,-0.7,6,2
COc1ccc(Cn2nnc3c(C)n[nH]c(=O)c32)cc1,99,8,3,2,-5,0.1,-0.7,-6,3
O=C(NCCc1ccc(Cl)cc1)C1CCN(S(=O)(=O)N2CCCC2)CC1,94,-1,-1,-2,7,0.0,-1.1,-7,4
O=C(CN1CCOCC1)N1c2ccccc2Sc2ccccc21,98,1,0,1,-5,-0.3,-0.8,-6,5
O=C(O)c1ccccc1/C=N/NC(=S)NCc1ccccc1,99,5,-9,16,1,0.0,1.3,2,9
Oc1cccc(-c2nc3ccc4ccccc4c3c3c2CCC3)c1,90,-23,-1,-11,2,0.2,-2.7,-1,-2
O=S(=O)(Nc1cccc(-n2cnnn2)c1)c1ccc(Cl)cc1,91,-1,6,8,2,0.1,1.7,5,1
Nc1ccc2nc(CCc3ccccc3)[nH]c2c1,100,-3,0,7,3,-0.1,3.7,-8,7
CCOC(=O)C1=C(N)n2c(s/c(=C\c3cccnc3)c2=O)=C(C(=O)OC)C1c1cccnc1 (stereo not given),105,2,-2,5,5,0.0,-2.3,-12,1
O=C(CSc1ccc2ccccc2c1)Nc1ncccn1,100,-4,8,-3,5,0.5,1.1,-8,-1
OC(COCC1COc2ccccc2O1)CN1CCN(c2ccccn2)CC1 (stereo not given),102,-1,0,6,7,0.0,4.3,-1,7
CS(=O)(=O)N1CCCC(C(=O)NCCCN2CCOCC2)C1 (stereo not given),91,-1,-18,1,0,-0.1,2.1,2,2
CC(=O)OCc1ccccc1Sc1ccccc1C(=O)NCc1ccccc1,99,-3,-4,14,11,-0.1,-0.1,4,13
O=C(NCc1ccccc1)/C(=C/c1ccc(OC(F)F)cc1)c1ccccc1,71,-4,-15,14,9,-0.3,1.1,11,4
Cc1cc(=O)cc(C)n1-c1ccc(O)cc1,89,0,4,3,-4,0.0,1.9,0,7
O=C(NCCc1nnc2ccc(N3CCCC3)nn12)c1ccccc1,98,1,1,-3,-1,-0.1,-2.1,0,1
Cc1nc(=O)c(-c2ccccc2)c(C)n1CC1CCCO1 (stereo not given),98,0,-10,2,-1,-0.1,0.6,-8,6
Cc1csc(N/N=C/c2ccccc2F)n1,106,-1,-9,7,0,0.3,1.8,-17,4
COc1cc(OC)cc(C(=O)NCC(=O)OCC(=O)N2c3ccccc3NC(=O)C2(C)C)c1,103,2,-8,2,-5,-0.2,3.9,3,0
CCCCN(C(=O)c1oc2ccc(OCC)cc2c1C)c1c(N)n(CC(C)C)c(=O)[nH]c1=O,104,-7,-3,-13,1,-0.1,0.9,3,-5
COc1cccc(NC(=O)Cn2c(=O)n(-c3ccccc3)c(=O)c3oc4ccccc4c32)c1,104,-2,10,6,3,0.2,-1.9,15,5
O=C(N1CCN=C1SCc1cccnc1)C12CC3CC(CC(C3)C1)C2,103,-9,-4,2,0,0.0,0.2,-7,4
CCOc1ccc(C(=O)NCC(=O)OCc2c(F)cccc2Cl)cc1OCC,105,-3,2,10,2,0.0,0.2,-2,5
CC(C)CCN1CCN(Cc2cccc3nonc23)CC1CCO (stereo not given),86,5,-5,5,-2,-0.2,-0.6,4,6
CCCOc1ccc(/C=C/C(=O)N2CCN(c3ccccn3)CC2)cc1,91,0,12,0,0,-0.1,0.3,3,2
C/C(=N\NC(=O)c1ccoc1C)c1ccccc1,102,-4,-17,-7,7,0.0,-0.8,-1,0
CN(CC(=O)Nc1ccccc1[N+](=O)[O-])Cc1ccc(Br)cc1,90,2,9,-4,-6,-0.2,-3.2,-2,-2
COc1ccc(Cc2nc(-c3ccc(-n4cccc4)cc3)no2)cc1,116,-2,7,-2,5,0.4,2.4,-10,1
O=C(Cc1cccc2ccccc12)N/N=C/c1ccc(Sc2cccc3cccnc23)o1,103,-18,-8,2,-2,-0.1,-2.3,8,-2
O=[N+]([O-])c1ccc(C2CNC(c3ccccc3)O2)cc1 (stereo not given),95,-2,2,10,7,-0.1,2.9,8,8
CCC(C)[C@H](NC(=O)N1CC(=O)Nc2ccccc21)C(=O)N[C@H](Cc1ccccc1)C(=O)O (stereo not given in full),109,2,-6,-2,-1,0.2,-2.9,-7,0
Cc1cccc(C)c1NC(=O)CSCC(=O)c1ccc(O)c(O)c1,99,1,10,14,-2,0.0,-7.3,2,11
COC(=O)CNC(=O)COC(=O)C(Cc1ccccc1)NC(=O)c1ccco1 (stereo not given),112,0,-17,6,-3,0.1,-1.1,-11,4
COc1ccc(CCNC(=O)c2cc3ccccc3oc2=O)cc1,91,5,3,10,8,0.0,-0.4,0,1
CCOC(=O)CC(=O)CSc1nc2ccccc2c(=O)n1-c1ccc(C(=O)NCCOC)cc1,95,-2,-7,5,4,0.0,3.1,1,7
COc1ccc(C2N(c3ccccc3)C(=S)N3CCCN23)cc1 (stereo not given),100,0,2,-3,6,3.3,0.5,-5,3
COc1cccc(NC(=O)CNCc2ccccc2)c1,94,0,1,2,3,0.0,-0.9,17,-2
COc1cc(C#Cc2c(-c3cncn3C)n(C)c3ccc(-c4ccc(OC)nc4)cc23)cc(OC)c1,114,x,30,12,-3,0.8,x,x,3
COc1ccccc1CNC(=O)C(=O)NCC1OCCCN1S(=O)(=O)c1cccs1 (stereo not given),105,0,6,9,7,0.0,2.0,-4,3
CSc1cccc(NC(=O)c2ccc(NC3=NC4CS(=O)(=O)CC4S3)cc2)c1 (stereo not given),87,-3,16,6,-5,-0.1,-2.2,10,1
CC(=O)N1CCC2(CC1)C(C#N)=C(N)Oc1c2sc2nc(C)cc(C)c12,118,7,-3,4,1,-0.1,0.9,0,3
O=C(c1ccco1)N1CCN(S(=O)(=O)N2CCOCC2)CC1,100,0,-6,4,7,0.0,-0.1,-1,3
CCCc1nc(SCC(=O)N2CCCCCC2)c2c(=O)n(C)c(=O)n(C)c2n1,91,-4,5,1,8,0.2,0.2,-1,7
COc1cc(CNc2ccc(N3CCN(C(C)=O)CC3)cc2)ccc1OCc1ccccc1,119,5,0,9,2,-0.1,1.8,0,10
N#CCOc1ccccc1P(=O)(c1ccccc1)c1ccccc1,99,-1,2,-4,1,0.3,2.4,14,0
CCCSc1cc(N2CCOCC2)nc(-c2ccccc2Cl)n1,94,-2,14,2,0,0.0,0.2,9,4
O=C1/C(=C/c2cccnc2)SC(=S)N1c1ccccc1,98,-5,-12,17,0,-0.1,2.1,-13,8
CCCCn1c(N)c(N(CCOC)C(=O)c2cc(-c3ccncc3)nc3ccccc23)c(=O)[nH]c1=O,97,2,-1,-3,2,0.0,-2.1,3,4

# By substructure: those above containing a halogen.
SMILES,CR mimetic SO,Fam108B inh,ZTA DNA inh,MCL1-BIM inh,GLD-1 RNA inh,Efflux pump inh,MEX-5 binding,EBNA-1 inh,BCLXL inh
O=C(Nc1ccccc1C(F)(F)F)N1CCN(c2ccc3nnc(-c4ccc(F)cc4)n3n2)CC1,110,-3,14,7,3,0.6,3.0,6,4
CC1CC(C)(C)NC(=S)N1CCCC(=O)Nc1ccc(F)c(F)c1 (stereo not given),97,3,-8,-5,7,-0.1,-0.7,6,2
O=C(NCCc1ccc(Cl)cc1)C1CCN(S(=O)(=O)N2CCCC2)CC1,94,-1,-1,-2,7,0.0,-1.1,-7,4
O=S(=O)(Nc1cccc(-n2cnnn2)c1)c1ccc(Cl)cc1,91,-1,6,8,2,0.1,1.7,5,1
O=C(NCc1ccccc1)/C(=C/c1ccc(OC(F)F)cc1)c1ccccc1,71,-4,-15,14,9,-0.3,1.1,11,4
Cc1csc(N/N=C/c2ccccc2F)n1,106,-1,-9,7,0,0.3,1.8,-17,4
CCOc1ccc(C(=O)NCC(=O)OCc2c(F)cccc2Cl)cc1OCC,105,-3,2,10,2,0.0,0.2,-2,5
CN(CC(=O)Nc1ccccc1[N+](=O)[O-])Cc1ccc(Br)cc1,90,2,9,-4,-6,-0.2,-3.2,-2,-2
CCCSc1cc(N2CCOCC2)nc(-c2ccccc2Cl)n1,94,-2,14,2,0,0.0,0.2,9,4
